Bioassay records deposited in PubChem BioAssay by several laboratories.
G6PDH counter: L. mesenteroides G6PDH inhibitors, counter-screen for G6PDH-coupled screening assays, biochemical, Leuconostoc mesenteroides enzyme | AID 1020, 2008 | glucose-6-phosphate dehydrogenase [Leuconostoc mesenteroides] | 200,000 tested, 0.12% active | Purified L. mesenteroides G6PDH, diaphorase/resazurin coupled fluorescence, 45 min | inhibition, % at 5 µM; in the data active = inhibition above about 50%
APP 5UTR inh: inhibitors of APP translation via 5'UTR reporter, primary screen, APP 5'UTR luciferase, SH-SY5Y cells. AID 1285, 2008. 190,000 tested, 0.82% active. inhibition, % at 2 µM. SH-SY5Y APP 5'UTR-luciferase reporter, luminescence;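 active = inhibition above a set limit, derived from the sample mean plus 3 SD, cut at about 45% in these data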; also: values of inactives mirror those of a sister screen read the other way
FLuc inh counter: firefly luciferase enzyme inhibitors, primary screen, artefact control for luciferase-based inhibitor screens, biochemical, luminescence, ATPLite. Luciferin 4-monooxygenase (Photinus pyralis), P08659. 10 min. inhibition, % at 10 µM. 200,000 tested, 1.5% active. AID 1006, 2008;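 active = inhibition above about 50% when tested at 10 µM, limit read from the data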
FLuc stim CS: FLuc activators, initial screening, artefact control for FLuc-dependent activation tests, biochemical, ATPlite luminescence; 200,000 tested, under 10 active; AID 1027, 2008; Luciferin 4-monooxygenase (Photinus pyralis), P08659; activation factor at 10 µM; ATPlite luciferase biochemical, 10 min; 0 = ATP-free wells, 1 = DMSO control;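 active = luciferase activation factor, scaled between plate controls, of at least 2 with compound at 10 µM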
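System: cell-free luciferase reagent; medium: PBS as buffer for the ATP substrate; doses: test compounds dosed from 2 mM stocks in 100% DMSO; incubation: 10 min, room temperature; measured by: luminescence from luciferase reaction; read-out: luciferase activation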
Diaphorase inh: diaphorase inhibitors and chemical oxidizers, primary screen, counter-screen for diaphorase-coupled primary assays, biochemical, uHTS, resorufin fluorescence | inhibition, % at 20 µM | 190,000 tested, 0.69% active | diaphorase resazurin-to-resorufin fluorescence, NADH, 16 min; bacterial (C. kluyveri) enzyme, not human | AID 1217, 2008;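 active = primary screen inhibition at 20 µM above a set limit, cut at about 50% in these data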;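 also: plate controls were DMSO with full reaction for no effect and wells lacking NADH for full effect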
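controls = No-NADH positive control and DMSO neutral control | system = Clostridium kluyveri diaphorase enzyme | timing = reaction incubation of 16 min at room temperature | signal = resorufin fluorescence 544/590 nm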
NF-kB expr up: activators of NF-kB expression in neurons, primary screen, cell-based, HTS. human neuronal cells, NF-kB reporter expression; active compounds read high. fold change at 12.5 µM. 190,000 tested, 1.6% active; in the data active = fold change above about 3.3
APP 5'UTR act: activators of APP 5'UTR luciferase reporter, primary screen, SH-SY5Y cells; SH-SY5Y APP 5'UTR luciferase reporter, luminescence; zero percent = DMSO vehicle wells; activation, % at 2 µM; 190,000 tested, 1% active; AID 1276, 2008;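 active = activation above a set limit, based on mean plus 3 SD of controls, cut at about 140% in these data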; also: values of inactives mirror those of a sister screen read the other way
Diaphorase act: compounds boosting diaphorase resazurin reduction – biochemical, uHTS, resorufin fluorescence, counter-screen for diaphorase-coupled primary assays, primary screen; Diaphorase/resazurin coupled assay, 16 min; active compounds read high; 1 = vehicle wells, 0 = NADH-free wells; activation factor at 20 µM; 190,000 tested, 0.005% active; AID 1229, 2008;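 active = diaphorase activity raised at least twofold by the compound at 20 µM; inactive = activation factor below 2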
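Assay system: Purified diaphorase enzyme from Clostridium kluyveri | Amount: Enzyme 0.07 U/mL final | Dosing: Compound 20 µM once, DMSO 1% | Timing: 16 min reaction at room temperature | Detection: Fluorescence, excitation 544 nm and emission 590 nm | Evaluation: Higher resorufin formation from activation or reduction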
STAT1 activator: STAT1 signaling activators, primary screen, cell-based, HTS, luciferase reporter; NIH 3T3 STAT1-luciferase reporter, IFN-gamma, luminescence; 100% = IFN-gamma alone, no compound; activation (% of control), % at 5.5 µM; 200,000 tested, 2.6% active; AID 932, 2007;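 active = activation above the screen-wide mean activation plus 3 SD, cut at about 130% in these data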;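 also: raw ratio to IFN-gamma control signal so 100% means no change and 0% no light; values of inactives mirror those of a sister screen read the other way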
TLR4 MyD88 comp: inhibitors of TLR4-MyD88 association in cells, primary screen, cell-based, HeLa CL3-4, BLA complementation, FRET ratio; HeLa CL3-4 TLR4/MyD88 BLA complementation; Toll-like receptor 4 (Homo sapiens) + Myeloid differentiation primary response protein …; inhibition, % at 8.4 µM; 200,000 tested, 0.18% active; in the data active = inhibition above about 25%;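 also: 0% = vehicle and 100% = reference inhibitor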
Target sequence (O00206 whole entry, looked up): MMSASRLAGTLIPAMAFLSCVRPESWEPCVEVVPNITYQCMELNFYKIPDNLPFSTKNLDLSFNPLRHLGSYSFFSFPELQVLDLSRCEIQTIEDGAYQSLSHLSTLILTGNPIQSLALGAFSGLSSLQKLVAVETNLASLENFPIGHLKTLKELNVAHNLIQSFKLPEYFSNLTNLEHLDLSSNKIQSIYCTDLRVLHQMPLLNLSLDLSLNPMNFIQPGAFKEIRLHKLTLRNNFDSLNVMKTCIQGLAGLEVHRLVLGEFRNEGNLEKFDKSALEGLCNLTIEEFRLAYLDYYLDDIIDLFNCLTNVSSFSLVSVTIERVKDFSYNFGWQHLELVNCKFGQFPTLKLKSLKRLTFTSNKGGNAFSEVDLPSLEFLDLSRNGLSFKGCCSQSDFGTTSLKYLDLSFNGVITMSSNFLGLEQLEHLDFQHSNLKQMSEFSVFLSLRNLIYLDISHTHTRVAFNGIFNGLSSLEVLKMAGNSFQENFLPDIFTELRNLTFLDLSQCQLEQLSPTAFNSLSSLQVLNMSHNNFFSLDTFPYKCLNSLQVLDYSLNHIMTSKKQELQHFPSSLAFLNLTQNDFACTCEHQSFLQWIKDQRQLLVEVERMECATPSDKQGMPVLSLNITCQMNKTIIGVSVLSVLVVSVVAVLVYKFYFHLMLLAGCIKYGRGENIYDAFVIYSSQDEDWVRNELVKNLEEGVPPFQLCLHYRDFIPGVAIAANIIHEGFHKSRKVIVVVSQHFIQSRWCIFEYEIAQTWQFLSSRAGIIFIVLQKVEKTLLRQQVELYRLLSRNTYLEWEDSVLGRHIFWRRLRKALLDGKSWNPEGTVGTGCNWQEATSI
Target sequence (Q99836 whole entry, looked up): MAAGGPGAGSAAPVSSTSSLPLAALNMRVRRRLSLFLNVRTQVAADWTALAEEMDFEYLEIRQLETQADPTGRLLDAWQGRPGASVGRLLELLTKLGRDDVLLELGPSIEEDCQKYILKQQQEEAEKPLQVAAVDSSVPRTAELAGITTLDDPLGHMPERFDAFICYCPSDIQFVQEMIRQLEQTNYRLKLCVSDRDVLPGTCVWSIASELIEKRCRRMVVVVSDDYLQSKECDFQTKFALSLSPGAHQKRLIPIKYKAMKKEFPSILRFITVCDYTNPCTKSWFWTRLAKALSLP
Active calls of the source: *; x = no result given. Outcome played no part in choosing rows (roughly 5.6% active in at least one column).

SMILES | G6PDH counter | APP 5UTR inh | FLuc inh counter | FLuc stim CS | Diaphorase inh | NF-kB expr up | APP 5'UTR act | Diaphorase act | STAT1 activator | TLR4 MyD88 comp
COc1ccc(-c2cc(C(F)F)n3ncc(C(=O)Nc4cccc(S(=O)(=O)N5CCOCC5)c4)c3n2)cc1 | 14 | -5 | -9 | 1.1 | 13 | 0.91 | 5 | 0.9 | 106 | 4
Cc1onc(-c2ccccc2Cl)c1C(=O)OCn1nnc2ccccc2c1=O | -8 | -7 | -3 | 1 | 2 | 0.9 | 7 | 1 | 94 | -4
COc1nc(-c2ccccc2)ccc1-c1noc(COc2ccccc2)n1 | 4 | 26 | -2 | 1 | 19 | 0.99 | -26 | 0.8 | 109 | -1
Cc1ccc(SCC(=O)c2ccc[nH]2)cc1 | 2 | -49 | 10 | 0.9 | -28 | 2.1 | 49 | 1.3 | 126 | 7
CC(=O)c1cccc(NC(=O)C(OC(=O)/C=C/c2ccc3c(c2)OCO3)c2ccccc2)c1 (stereo not drawn) | 0 | -13 | 0 | 1 | 22 | 1.5 | 13 | 0.8 | 107 | -6
CC(=O)c1cc2c(cc1N)OCO2 | -1 | 12 | -3 | 1 | 10 | 1.4 | -12 | 0.9 | 104 | 2
Cc1ccc(C)c(NC(=S)NNC(=O)c2ccc(Br)o2)c1 | -7 | -9 | -5 | 1 | 1 | 1.1 | 9 | 1 | 101 | -3
CC(=O)c1c(C)nc(-c2ccccc2)nc1N | 10 | -11 | 1 | 1 | -7 | 1.5 | 11 | 1.1 | 114 | 2
Cc1cc(C)c(NC(=O)CN2CCN3CCCC3C2)c(C)c1 (stereo not drawn) | 3 | -14 | 5 | 1 | 3 | 1.2 | 14 | 1 | 99 | -8
CCN(CC)C(=O)CSC1=C(C#N)C(c2cccs2)C=C(C)N1 (stereo not drawn) | 7 | -8 | -4 | 1 | 16 | 1.2 | 8 | 0.8 | 98 | 6
CC(=O)OC(C(=O)NC1CCCCC1)c1ccc(Cl)c(Cl)c1 (stereo not drawn) | 15 | -4 | -8 | 1.1 | 6 | 1 | 4 | 0.9 | 104 | -3
O=C1CSC(c2cccc(F)c2)N1c1ccccc1F (stereo not drawn) | 19 | -29 | -3 | 1 | 14 | 0.94 | 29 | 0.9 | 89 | -21
Cc1cc(C)c(S(=O)(=O)Nc2cccnc2)c(C)c1 | 15 | 25 | -3 | 1 | 14 | 0.97 | -25 | 0.9 | 91 | 14
Cn1c2c(c(=O)n(C)c1=O)C(CC(=O)Nc1ccc(F)cc1)C(=O)N2 (stereo not drawn) | 2 | -14 | -1 | 1 | 2 | 1.2 | 14 | 1 | 107 | 1
CCOc1ccc2nc(NC(=O)C(NS(=O)(=O)c3cccc4nsnc34)C(C)C)sc2c1 (stereo not drawn) | 12 | 7 | -6 | 1.1 | 20 | 1 | -7 | 0.8 | 92 | -1
Cc1nn(CC#N)c(=O)n1-c1ccccc1 | -1 | 0 | -6 | 1.1 | 8 | 1.2 | 0 | 0.9 | 107 | -9
COc1cccc(-n2cnc3scc(-c4cccs4)c3c2=O)c1 | 0 | 6 | -4 | 1 | 6 | 0.67 | -6 | 0.9 | 97 | 8
COc1ccc(CCN2C(=O)c3[nH]nc(-c4ccccc4O)c3C2c2ccc(C)cc2)cc1OC (stereo not drawn) | -38 | 0 | -8 | 1.1 | 27 | 0.52 | 0 | 0.7 | 101 | -6
CCCS(=O)(=O)c1nc(S(=O)(=O)c2ccc(C)cc2)c(NCc2ccco2)s1 | -11 | -6 | 0 | 1 | 14 | 1 | 6 | 0.9 | 82 | -11
CCCCN(C)C1=CC2=CC(=C(C#N)C#N)CCC2CC1 (stereo not drawn) | -18 | 17 | -7 | 1.1 | 27 | 1.1 | -17 | 0.7 | 98 | 11
Cc1ccccc1OCCOc1ccccc1C=C(C#N)C#N | 3 | -2 | -9 | 1.1 | 22 | 1.5 | 3 | 0.8 | 122 | -2
CN(C)S(=O)(=O)c1ccc(Cl)c(NC(=O)COC(=O)c2ccc(O)cc2)c1 | 8 | 0 | -2 | 1 | 9 | 0.88 | 0 | 0.9 | 102 | 10
C#CCOc1nc(Nc2cccc([N+](=O)[O-])c2)nc(OCC#C)n1 | 4 | 5 | -3 | 1 | 30 | 0.7 | -5 | 0.7 | 101 | 6
Cc1cc(N2C(=O)C3CC=CC(C)C3C2=O)no1 (stereo not drawn) | 7 | -12 | -2 | 1 | 2 | 1.1 | 12 | 1 | 96 | 7
CCOc1ccc(/C=N/NC(=O)CNC(=O)c2ccc(S(=O)(=O)N3CCOCC3)cc2)cc1 | 0 | -5 | -6 | 1.1 | 10 | 0.93 | 5 | 0.9 | 105 | -6
Cc1ccc(CNC(=O)c2ccc(-n3cccc3)cc2)cc1 | -3 | -8 | -3 | 1 | 14 | 1.9 | 8 | 0.9 | 92 | -14
Cc1nnc(-n2ncc(C#N)c2N)c2nn(-c3ccccc3F)c(C)c12 | x | 5 | x | x | x | x | -5 | x | 98 | 10
Fc1ccc2[nH]c3c(NCCN4CCOCC4)ncnc3c2c1 | 10 | -14 | -7 | 1.1 | 4 | 0.93 | 15 | 1 | 70 | -9
Cc1nn(C)c(C)c1CNC(=O)c1cc2n(n1)C(C(F)(F)F)CC(c1cccs1)N2 (stereo not drawn) | -3 | -6 | -8 | 1.1 | 19 | 0.81 | 6 | 0.8 | 91 | 1
Cc1ccc(CNC(=O)CCS(=O)(=O)c2ccc(C)cc2)cc1 | 6 | -21 | -3 | 1 | 8 | 1.1 | 21 | 0.9 | 97 | 1
CCOc1ccc(S(=O)(=O)c2c(C(=O)c3ccc(C)cc3)cnc3cc4c(cc23)OCCO4)cc1 | 0 | -9 | -1 | 1 | -1 | 0.9 | 9 | 1 | 105 | -1
CCCCCOC(=O)c1ccc(OC(=O)c2cncc(Br)c2)cc1 | -2 | -19 | -4 | 1 | 8 | 2.7 | 19 | 0.9 | 116 | 1
C/C(=N/NC(=O)CNc1ccc(C)cc1)c1ccc(Cl)cc1 | -18 | 3 | -3 | 1 | 30 | 1.1 | -3 | 0.7 | 103 | -3
O=C(NCc1cccs1)c1cc2c(s1)CCCC2 | 15 | -54 | 15 | 0.8 | 14 | 1.9 | 54 | 0.9 | 128 | 15
O=C(C1CCN(S(=O)(=O)N2CCOCC2)CC1)N1CCOCC1 | 2 | 19 | -8 | 1.1 | 11 | 0.98 | -19 | 0.9 | 104 | 2
COc1ccc(C(=O)COC(=O)CN2C(=O)C3C4C=CC(C5CC45)C3C2=O)cc1 (stereo not drawn) | 10 | -16 | 1 | 1 | 7 | 1.1 | 16 | 0.9 | 103 | -4
Cc1cccn2cc(-c3ccc(NC(=O)Cc4ccccc4)cc3)nc12 | 1 | -3 | -2 | 1 | -2 | 1.1 | 3 | 1 | 108 | -4
COc1ccc(CNC(=O)CSc2nnnn2C)cc1OC | -2 | -21 | -3 | 1 | -4 | 1.2 | 21 | 1 | 99 | -4
Cc1cc(C(=O)N2CCN(CCc3ccccc3)CC2)no1 | -6 | 2 | -7 | 1.1 | 20 | 1.2 | -2 | 0.8 | 104 | -7
CC1(C)Oc2ccc3ccc(=O)oc3c2/C(=C/NCCN/C=C2\C(=O)C(C)(C)Oc3ccc4ccc(=O)oc4c32)C1=O | 4 | x | 1 | 1 | 4 | 0.42 | x | 1 | 99 | -4
CCn1nc(C(=O)Nc2nc3ccccc3[nH]2)c2ccccc2c1=O | -4 | 15 | -2 | 1 | 5 | 0.61 | -15 | 0.9 | 101 | -3
CC(Cc1ccccc1)C(=O)NCc1ccccn1 (stereo not drawn) | 13 | 4 | -6 | 1.1 | 2 | 1.5 | -4 | 1 | 97 | -12
CCSc1ccccc1C(=O)Nc1ccc([N+](=O)[O-])cc1OC | 4 | 9 | -7 | 1.1 | 16 | 1 | -9 | 0.8 | 101 | -1
Cc1ccc(NC(=O)c2c(C)nn(-c3ccccc3)c2Cl)cc1 | -10 | -26 | 1 | 1 | 4 | 1.6 | 26 | 1 | 107 | 8
Cc1ccc(COc2ccccc2C(=S)N2CCCC2)cc1 | 7 | -10 | -2 | 1 | 6 | 1.3 | 10 | 0.9 | 120 | 2
CCSC1=NCCN1S(=O)(=O)c1ccc(Cl)cc1 | 16 | 17 | -8 | 1.1 | 10 | 1.2 | -17 | 0.9 | 97 | 7
CCc1ccc(CN2CC(C(=O)O)CC2=O)cc1 (stereo not drawn) | 11 | 2 | -4 | 1 | 9 | 1 | -2 | 0.9 | 106 | 2
COC(=O)C1CCN(C(=O)CSc2nc3ccc(OC)cc3[nH]2)CC1 | 9 | -2 | -2 | 1 | 11 | 1.1 | 2 | 0.9 | 99 | -5
Cc1nc(-n2nnc3cc(C)c(C)cc32)c2c3c(sc2n1)CCCC3 | 5 | 18 | -5 | 1.1 | 13 | 0.87 | -18 | 0.9 | 98 | -1
CC(Oc1ccc(F)cc1)C(O)CCN(C)C (stereo not drawn) | 10 | -6 | -1 | 1 | 11 | 1 | 6 | 0.9 | 101 | -2

Compounds listed so far that have an NH in an aromatic ring:
SMILES | G6PDH counter | APP 5UTR inh | FLuc inh counter | FLuc stim CS | Diaphorase inh | NF-kB expr up | APP 5'UTR act | Diaphorase act | STAT1 activator | TLR4 MyD88 comp
Cc1ccc(SCC(=O)c2ccc[nH]2)cc1 | 2 | -49 | 10 | 0.9 | -28 | 2.1 | 49 | 1.3 | 126 | 7
COc1ccc(CCN2C(=O)c3[nH]nc(-c4ccccc4O)c3C2c2ccc(C)cc2)cc1OC (stereo not drawn) | -38 | 0 | -8 | 1.1 | 27 | 0.52 | 0 | 0.7 | 101 | -6
Fc1ccc2[nH]c3c(NCCN4CCOCC4)ncnc3c2c1 | 10 | -14 | -7 | 1.1 | 4 | 0.93 | 15 | 1 | 70 | -9
CCn1nc(C(=O)Nc2nc3ccccc3[nH]2)c2ccccc2c1=O | -4 | 15 | -2 | 1 | 5 | 0.61 | -15 | 0.9 | 101 | -3
COC(=O)C1CCN(C(=O)CSc2nc3ccc(OC)cc3[nH]2)CC1 | 9 | -2 | -2 | 1 | 11 | 1.1 | 2 | 0.9 | 99 | -5
